HUVEC inhibit = inhibitors of human endothelial cell proliferation; HUVEC proliferation, CellTiter-Glo luminescence, 72 h; hits give low values; viability, % at 10 µM (by protocol); actives 1.1% (n = 86,000); AID 648;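 active = viability at or below 30%; inactive = viability above 30%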;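 note: 100% = median luminescence of DMSO-only cell control wells on each plate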
Mac1 fbg inh = inhibitors of human CD11b/CD18 binding to fibrinogen; P05107+P11215; K562 CD11b/CD18 adhesion to fibrinogen, ATPlite luminescence; Mn2+ added to activate the integrin; inhibition, % at 10 µM; actives 0.54% (n = 93,000);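 active = primary inhibition of 50% or more at 10 µM, then 40% or more on retest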; note: some results filed as inactive read as strong as hits
Target sequence (P05107 whole entry, looked up, other chains not shown): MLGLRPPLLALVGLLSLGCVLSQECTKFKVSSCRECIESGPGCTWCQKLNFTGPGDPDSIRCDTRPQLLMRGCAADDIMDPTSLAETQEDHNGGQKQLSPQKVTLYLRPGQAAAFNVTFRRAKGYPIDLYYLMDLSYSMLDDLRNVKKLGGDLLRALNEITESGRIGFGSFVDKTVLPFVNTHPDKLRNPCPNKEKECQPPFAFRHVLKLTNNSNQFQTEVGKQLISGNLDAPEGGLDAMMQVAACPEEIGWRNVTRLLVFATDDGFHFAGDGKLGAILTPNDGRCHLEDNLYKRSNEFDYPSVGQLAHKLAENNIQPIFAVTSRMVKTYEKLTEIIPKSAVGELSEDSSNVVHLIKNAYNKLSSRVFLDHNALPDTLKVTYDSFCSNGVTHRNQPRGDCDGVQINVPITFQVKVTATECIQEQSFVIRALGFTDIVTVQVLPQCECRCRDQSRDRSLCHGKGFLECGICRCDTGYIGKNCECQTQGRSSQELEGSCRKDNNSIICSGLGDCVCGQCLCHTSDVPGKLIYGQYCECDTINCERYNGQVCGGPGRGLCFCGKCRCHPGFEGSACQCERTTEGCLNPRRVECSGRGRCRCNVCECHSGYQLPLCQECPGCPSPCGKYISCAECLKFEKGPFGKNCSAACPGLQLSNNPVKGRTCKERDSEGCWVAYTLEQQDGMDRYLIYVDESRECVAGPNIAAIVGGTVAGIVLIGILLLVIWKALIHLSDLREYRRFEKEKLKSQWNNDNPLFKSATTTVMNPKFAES
Mac1 fbg enh = enhancers of human CD11b/CD18 binding to fibrinogen; K562 CD11b/CD18 adhesion to fibrinogen, ATPlite luminescence; actives 0.07% (n = 93,000); P05107+P11215; activation, % at 10 µM;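 active = 10 µM primary screen giving 50% or more activity, confirmed by 40% or more on retest at that dose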; note: strong numbers were not always called active
Fibroblast inh = blocks proliferation of human lung fibroblasts; AID 719; LL 47 human lung fibroblast viability, ATP luminescence; hits give low values; viability, % at 10 µM; actives 1.1% (n = 85,000);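 active = viability at or below 50% in the single dose screen; inactive = viability above 50%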;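 note: compound exposure lasted 72 h before the ATP readout; 100% = median luminescence of untreated cell-only wells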
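material = human LL 47 lung fibroblast cells | dosing = compounds added from tenfold dosing solution, 0.1% DMSO final | timing = overnight cell rest, 72 h compound treatment at 37 °C | measured by = CellTiter-Glo luminescence measuring cellular ATP | evaluation = % viability versus median cells-only luminescence | control set = cell-only wells, no compound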
CYP2C19 activ = activators of human cytochrome P450 2C19 | recombinant CYP2C19, luciferin-H EGE luminescence; hits give high values; 0 = fully inhibited enzyme, 1 = untreated enzyme | activation factor at 5 µM | 96,000 tested, under 10 active | AID 1025;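 active = activation factor of at least 2 at 5 µM in the primary screen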;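 note: 0 = wells with 2.5 mM tranylcypromine and 1 = vehicle-only wells; values of inactives mirror those of a sister screen read the other way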
H69AR inhibit = growth inhibitors of human H69AR lung tumor cells; H69AR lung tumor viability, ATP luminescence, 72 h; hits give low values; viability, % at 10 µM; actives 6% (n = 85,000); AID 598;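 active = viability at or below 40%; inactive = viability above 40%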;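 note: multidrug resistant small cell line overexpressing MRP-1 efflux transporter; 100% = mean luminescence of untreated control wells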
ERa coact inh = ER-alpha (human) coactivator binding inhibition. actives 1.7% (n = 86,000). TR-FRET ER-alpha LBD / SRC-1 peptide, estradiol-bound. inhibition, % at 25.6 µM; in the data active = inhibition above about 50%;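 note: 0% = receptor plus peptide control and 100% = peptide only without receptor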
CYP2C19 inh = human CYP2C19 inhibition | CYP2C19 Supersomes, luciferin-H EGE luminescence, 30 min | inhibition, % at 5 µM | actives 21% (n = 96,000) | AID 778;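 active = CYP2C19 inhibition above a set limit at 5 µM in the primary screen, cut at about 50% in these data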;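 note: plate controls were negative control wells for no effect and 2.5 mM tranylcypromine positive control for full effect; values of inactives mirror those of a sister screen read the other way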
ERa SRC1 pot = ER-alpha (human) coactivator binding potentiation; TR-FRET ERalpha-LBD/SRC-Cy5 coactivator binding, 2 h; 100 = basal binding, no effect; coactivator binding (% of control), % at 25.6 µM; actives 1.3% (n = 86,000); AID 639; in the data active = activity above about 200%;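 note: binding measured in presence of low estradiol as agonist stimulus; 0% = peptide alone without receptor and 100% = receptor with peptide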
The depositor's hits bear a star; nt = not tested or not shown; [ ] = another dose, or the depositor's remark.

#1 CC(=O)Oc1ccc2ccccc2c1C(NC(=O)Cc1ccccc1)c1ccc(Cl)cc1 (stereo not drawn)
#2 Cc1ccc(S(=O)(=O)N(C)c2ccc(C(=O)O)cc2)cc1
#3 CC1C(=O)CCN(C(C)C)C1C (stereo not drawn)
#4 COc1cccc(-n2cc3c(=O)n(C)c(=O)n(C)c3c2)c1
#5 O=C(CN1CCOc2ccccc21)NCc1ccc(F)cc1
#6 Cc1ccc(NC(=O)CN(C)C(=O)CCCN2C(=O)c3ccccc3C2=O)cc1
#7 Cc1nc(NCCc2ccccc2F)c(C#N)c(C)c1[N+](=O)[O-]
#8 O=C(O)c1cnc(-c2ccccc2)nc1Sc1cccc(Cl)c1
#9 O=C(COC(=O)c1cccnc1Cl)c1cccc(Cl)c1
#10 CNc1nc(OCCNC(=O)Nc2ccccc2)nc(N2CCOCC2)n1
Screen / compound no.	1	2	3	4	5	6	7	8	9	10
HUVEC inhibit	nt	96	107	90	95	98	nt	nt	101	108
Mac1 fbg inh	1	24	21	-4	nt	8	4	62*	6	-1
Mac1 fbg enh	-2	1	-2	-4	nt	0	-2	-6	-6	-4
Fibroblast inh	nt	nt	102	119	98	99	nt	nt	104	101
CYP2C19 activ	0.5	1	1.1	1.1	nt	0.8	0.7	0.9	0.4	0.7
H69AR inhibit	nt	83	100	93	100	98	nt	nt	96	78
ERa coact inh	nt	0[fluorescence artefact?]	-6	1	-11[fluorescence artefact?]	2	nt	nt	-5	-15
CYP2C19 inh	48	4	-12	-6	nt	22	26	6	56*	34
ERa SRC1 pot	nt	109	105	130	116[fluorescence artefact?]	101	nt	nt	113	89

#11 CCOC(=O)c1cc(-c2nnc(-c3ccc(Oc4ccccc4)cc3)o2)c(C)nc1C
#12 Clc1ccc(CSCCc2ccncc2)cc1
#13 CCOC(=O)c1ccccc1NC(=O)c1ccccc1N(C)S(C)(=O)=O
#14 CCOC(=O)c1[nH]c(C)c(C(=O)NCCc2ccc(OC)cc2)c1C
#15 COC(=O)c1[nH]c2cccc(OC)c2c1NC(=O)C(C)N1CCC(C)CC1 (stereo not drawn)
#16 CCOC(=O)C1=C(c2ccccc2)N=C2SCC(=O)N2C1c1ccc2c(c1)OCO2 (stereo not drawn)
#17 COC(=O)CN(c1nc(C)c(Cl)c(OC)n1)S(=O)(=O)c1ccc(C)cc1
#18 O=C(NCc1ccco1)C(c1ccncc1)N(CCC1=CCCCC1)C(=O)Cn1nnc2ccccc21 (stereo not drawn)
#19 COc1ccc(CCn2c(SCC(=O)Nc3cc(C)on3)nc3ccsc3c2=O)cc1OC
#20 CCOC(=O)N1CCN(c2ncnc3c2cnn3-c2ccc(Cl)cc2)CC1
Screen / compound no.	11	12	13	14	15	16	17	18	19	20
HUVEC inhibit	89	91	97	95	99	90	102	98	100	101
Mac1 fbg inh	24	34	-19	2	-9	-3	-6	0	12	-4
Mac1 fbg enh	10	-6	5	-2	-1	1	0	2	15	15
Fibroblast inh	86	109	95	96	100	90	101	94	79	101
CYP2C19 activ	0.9	0	0.2	0.7	0.8	0.9	0.8	0.5	0.5	0.8
H69AR inhibit	93	103	80	95	88	85	82	65	69	69
ERa coact inh	19[fluorescence artefact?]	-2	-2	-2	-12	4	6	-3	-3	27
CYP2C19 inh	14	100*	76*	32	18	10	19	51*	54*	16
ERa SRC1 pot	134	97[fluorescence artefact?]	90	133	130	123	91	122	314*	128

Individual results from above:
H69AR inhibit, COC(=O)c1[nH]c2cccc(OC)c2c1NC(=O)C(C)N1CCC(C)CC1 (stereo not drawn) is entered as 88
ERa coact inh, CCOC(=O)c1cc(-c2nnc(-c3ccc(Oc4ccccc4)cc3)o2)c(C)nc1C is entered as 19[fluorescence artefact?]
Mac1 fbg inh, Clc1ccc(CSCCc2ccncc2)cc1 is entered as 34

Next part.
#21 CCOC(=O)c1c(C)oc2c1c(/C=N/c1ccccn1)c(O)c1ccccc12
#22 Cc1cc(C)n(C2CC(=O)N(c3ccccc3)C2=O)n1 (stereo not drawn)
#23 Cc1nn(C)c(C)c1S(=O)(=O)N1CCC(C(=O)NC(C)c2ccccc2)CC1 (stereo not drawn)
#24 CNC(=O)CSc1nc(-c2ccccc2)c(-c2ccccc2)[nH]1
#25 Cc1ccc(S(=O)(=O)NCC2CCC(C(=O)NCc3ccco3)CC2)cc1 (stereo not drawn)
#26 O=S(=O)(NC1CCN(Cc2ccccc2)CC1)c1cccc2cccnc12
#27 O=C(c1ccc(=O)oc1)N1CCN(C(c2ccccc2)c2ccccc2)CC1
#28 Cc1cccc(C)c1NC(=O)CCCN1CC(C)OC(C)C1 (stereo not drawn)
#29 Cc1n[nH]c(C)c1S(=O)(=O)N1CCCC(C(=O)N2CCN(c3ccc(Cl)cc3)CC2)C1 (stereo not drawn)
#30 COC(=O)c1ccc2c(=O)n(Cc3ccc4c(c3)OCO4)c(SCC(=O)N3CCCC3)nc2c1
Screen / compound no.	21	22	23	24	25	26	27	28	29	30
HUVEC inhibit	91	93	93	86	100	90	85	91	77	88
Mac1 fbg inh	nt	nt	-10	nt	-13	-5	1	-4	16	nt
Mac1 fbg enh	nt	nt	-5	nt	9	-2	-2	-4	-1	nt
Fibroblast inh	102	108	102	97	100	90	101	104	93	119
CYP2C19 activ	nt	nt	0.9	0.9	0.5	0.9	0.6	0.8	0.6	nt
H69AR inhibit	66	108	97	91	91	79	55	99	63	2.5*
ERa coact inh	-2	23	-1	1	7	-4	3	6	2[fluorescence artefact?]	41
CYP2C19 inh	nt	nt	8	13	54*	11	35	17	35	nt
ERa SRC1 pot	114	102[fluorescence artefact?]	96	107	94	120	104	102	98	89[fluorescence artefact?]

#31 CSc1c(CC(=O)NCCO)n(C)c2ccccc12
#32 CCCCCCC1CC(CCC(=O)Nc2ccc([N+](=O)[O-])cc2)C(=O)O1 (stereo not drawn)
#33 CCOc1cc(C)c(Cl)cc1S(=O)(=O)N1CCCC1
#34 CC1CCCCC1NC(=O)CN1CCC(O)(c2ccc(F)cc2)CC1 (stereo not drawn)
#35 CCOC(=O)C1C(=O)C(C(C)=O)C(=O)CC1CC(C)SCC (stereo not drawn)
#36 O=C1COc2ccc(C(=O)COC(=O)c3ccc4ccccc4n3)cc2N1
#37 COc1ccccc1NS(=O)(=O)c1ccc(NC(=O)CCNC(=O)c2ccco2)cc1
#38 CCC(=O)Nc1cc(C(=O)OC(C(=O)c2ccc(C)c(C)c2)c2ccccc2)ccc1C (stereo not drawn)
#39 Cc1cc(NCCO)c2ccccc2n1
#40 O=C(CSc1nnc(Cn2nnc3ccccc32)o1)Nc1cccc(Cl)c1
Screen / compound no.	31	32	33	34	35	36	37	38	39	40
HUVEC inhibit	93	nt	100	95	91	84	90	nt	88	103
Mac1 fbg inh	nt	-29	-34	-10	-10	6	-2	-10	nt	22
Mac1 fbg enh	nt	17	5	-4	2	-3	68*	1	nt	-4
Fibroblast inh	93	nt	nt	93	100	92	99	nt	98	97
CYP2C19 activ	nt	0.8	0.6	0.9	1.2	0.8	0.9	0.6	0.9	0.9
H69AR inhibit	95	nt	94	96	98	78	90	nt	87	96
ERa coact inh	1	nt	-9	-3	0	10	8[fluorescence artefact?]	nt	1	-11
CYP2C19 inh	nt	23	37	6	-24	18	12	40	11	14
ERa SRC1 pot	106	nt	109	143	113	109	124	nt	86	90

Only Fibroblast inh, for 2 of the compounds above:
# | Compound | Fibroblast inh
39 | Cc1cc(NCCO)c2ccccc2n1 | 98
37 | COc1ccccc1NS(=O)(=O)c1ccc(NC(=O)CCNC(=O)c2ccco2)cc1 | 99

Later entries
#41 COc1ccc(OC)c(NC(=O)CSc2ccc3ccccc3c2)c1
#42 CCn1c(SCC(=O)Nc2ccccc2C)nnc1-c1ccccc1O
#43 Cc1nc2nc[nH]n2c(=O)c1NC(=O)c1cccc(OCC(C)C)c1
#44 CCCC(=O)Nc1ccc(Sc2ccc([N+](=O)[O-])cc2)cc1
#45 COc1ccccc1CC(=O)Nc1ccccc1O
#46 Cn1nnc(NC(=O)CSc2nnnn2-c2ccc(F)cc2)n1
#47 CCCN1CCN(CCCNC(=O)C2CCCN(c3nnc(-n4cccc4)s3)C2)CC1 (stereo not drawn)
#48 CC1CCN(C(=O)C2CC(c3ccc(F)cc3)=NO2)CC1 (stereo not drawn)
#49 CC(=O)NC(CC(C)C)C(=O)NC(=O)NCc1ccccc1 (stereo not drawn)
#50 CCOc1ccccc1C(=O)OCC(=O)Nc1ccc(OC(F)F)cc1
Screen / compound no.	41	42	43	44	45	46	47	48	49	50
HUVEC inhibit	107	109	96	nt	90	94	nt	97	95	nt
Mac1 fbg inh	36	-66	-1	12	1	8	-2	1	5	12
Mac1 fbg enh	0	0	0	-2	-2	-2	-3	-2	-4	0
Fibroblast inh	96	91	99	nt	110	98	nt	107	nt	nt
CYP2C19 activ	0.7	0.4	1.1	0.7	0.4	0.9	1.2	0.7	0.8	0.4
H69AR inhibit	94	86	96	nt	59	93	nt	96	103	nt
ERa coact inh	-6	-25	-2	nt	-3	-18	nt	2[fluorescence artefact?]	-4	nt
CYP2C19 inh	32	57*	-12	30	62*	6	-18	25	20	55*
ERa SRC1 pot	87	86	116	nt	109	120	nt	119	111	nt

Profiles, looked up by structure.
CC(=O)NC(CC(C)C)C(=O)NC(=O)NCc1ccccc1 (stereo not drawn) as listed: HUVEC inhibit: 95; Mac1 fbg inh: 5; Mac1 fbg enh: -4; Fibroblast inh: nt; CYP2C19 activ: 0.8; H69AR inhibit: 103; ERa coact inh: -4; CYP2C19 inh: 20; ERa SRC1 pot: 111
COc1ccccc1CC(=O)Nc1ccccc1O as listed: HUVEC inhibit: 90; Mac1 fbg inh: 1; Mac1 fbg enh: -2; Fibroblast inh: 110; CYP2C19 activ: 0.4; H69AR inhibit: 59; ERa coact inh: -3; CYP2C19 inh: 62*; ERa SRC1 pot: 109
Cc1nc2nc[nH]n2c(=O)c1NC(=O)c1cccc(OCC(C)C)c1 as listed: HUVEC inhibit: 96; Mac1 fbg inh: -1; Mac1 fbg enh: 0; Fibroblast inh: 99; CYP2C19 activ: 1.1; H69AR inhibit: 96; ERa coact inh: -2; CYP2C19 inh: -12; ERa SRC1 pot: 116

The listing continues.
#51 COc1ccc(-c2c(C)oc3c(CN4CCN(C)CC4)c(O)ccc3c2=O)cc1
#52 Cc1cc(C(=O)OCc2nnc(-c3ccccc3)o2)c(C)n1-c1ccccc1
#53 O=C(Cc1nc(-c2ccc(Br)s2)cs1)NCCN1CCOCC1
#54 Cc1cc(NC(=O)c2ccco2)ccc1-n1cnnn1
#55 COc1ccc(N2CCN(CC(=O)N3CCC(C)CC3)CC2)cc1
#56 Cn1c(CSc2nc3ccccc3s2)n[nH]c1=S
Screen / compound no.	51	52	53	54	55	56
HUVEC inhibit	89	99	86	108	99	91
Mac1 fbg inh	-7	93	-8	nt	-1	-64
Mac1 fbg enh	4	-10	30	nt	0	-2
Fibroblast inh	94	102	101	100	99	98
CYP2C19 activ	1.2	0.5	0.2	0.7	0.9	0.5
H69AR inhibit	77	90	87	99	89	94
ERa coact inh	-5	-6	-3	0	1	-9
CYP2C19 inh	-19	46	77*	33	12	54*
ERa SRC1 pot	93[fluorescence artefact?]	92[fluorescence artefact?]	108	96	127[fluorescence artefact?]	97[fluorescence artefact?]

Screens: PubChem, several laboratories
